D3 antag – qHTS of D3 Dopamine Receptor Antagonist: qHTS. AID 652054, 2013. D(3) dopamine receptor (Homo sapiens), P35462. D3R cells, DiscoveRx beta-arrestin luminescence, antagonist mode; active compounds read low. max response, negative = inhibition, %. 360,000 compounds, 2.5% hits; in the data active means max response below about -50%; inconclusive means no clear call, values can overlap the other calls; further: on the % scale 0 is the no-effect control and ±100 the full control effect; mostly tested at two doses, the higher about 12 µM
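Cells plated overnight at 1500 cells/well, then exposed to library compounds with dopamine controls for 90 minutes at 37 degrees C. DiscoveRx reagent added for 30–60 minutes at room temperature; luminescence read, quantitative HTS format.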
FUS yeast rescue – qHTS for Suppressors of FUS Proteinopathy: Primary screen using FUS-linked yeast assay | S. cerevisiae FUS-expressing, growth rescue, OD600, 24 h | 390,000 compounds, 0.24% hits | Potency, µM (series often up to 76.6 µM), for inactives: top-dose growth rescue (activation), most hits filed as activators | AID 1347120, 2019;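 further: potency means the concentration at half of the fitted maximal effect; plate controls were DMSO vehicle for no effect and reference control for full effect; nearly all actives have a fitted effect of over 55% in size; some results filed as inactive show a strong effect at the top dose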
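Yeast FUS proteinopathy model; galactose-induced FUS (2%), starting OD 0.005. Cpds in dilution series, 24hr, 30C, 99% humidity. Abs 600 nm growth. Pos ctrl CP55940 (top 92uM final); neg ctrl DMSO.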
EPAC2 agonist – qHTS for Agonist of cAMP-regulated guanine nucleotide exchange factor 4 (EPAC2): primary screen; Rap guanine nucleotide exchange factor 4 (Homo sapiens), Q8WZA2; Potency, µM (titrated, usually from 154 µM), for inactives: top-dose activation, most hits filed as activators; EPAC2 activation, biochemical qHTS; response scale: 100% = 6.5 mM cAMP response; 360,000 compounds, 0.079% hits; AID 720711, 2013; further: potency means the concentration at half of the fitted maximal effect; nearly all actives have a fitted effect of over 50% in size
Target sequence (Q8WZA2 whole entry, looked up): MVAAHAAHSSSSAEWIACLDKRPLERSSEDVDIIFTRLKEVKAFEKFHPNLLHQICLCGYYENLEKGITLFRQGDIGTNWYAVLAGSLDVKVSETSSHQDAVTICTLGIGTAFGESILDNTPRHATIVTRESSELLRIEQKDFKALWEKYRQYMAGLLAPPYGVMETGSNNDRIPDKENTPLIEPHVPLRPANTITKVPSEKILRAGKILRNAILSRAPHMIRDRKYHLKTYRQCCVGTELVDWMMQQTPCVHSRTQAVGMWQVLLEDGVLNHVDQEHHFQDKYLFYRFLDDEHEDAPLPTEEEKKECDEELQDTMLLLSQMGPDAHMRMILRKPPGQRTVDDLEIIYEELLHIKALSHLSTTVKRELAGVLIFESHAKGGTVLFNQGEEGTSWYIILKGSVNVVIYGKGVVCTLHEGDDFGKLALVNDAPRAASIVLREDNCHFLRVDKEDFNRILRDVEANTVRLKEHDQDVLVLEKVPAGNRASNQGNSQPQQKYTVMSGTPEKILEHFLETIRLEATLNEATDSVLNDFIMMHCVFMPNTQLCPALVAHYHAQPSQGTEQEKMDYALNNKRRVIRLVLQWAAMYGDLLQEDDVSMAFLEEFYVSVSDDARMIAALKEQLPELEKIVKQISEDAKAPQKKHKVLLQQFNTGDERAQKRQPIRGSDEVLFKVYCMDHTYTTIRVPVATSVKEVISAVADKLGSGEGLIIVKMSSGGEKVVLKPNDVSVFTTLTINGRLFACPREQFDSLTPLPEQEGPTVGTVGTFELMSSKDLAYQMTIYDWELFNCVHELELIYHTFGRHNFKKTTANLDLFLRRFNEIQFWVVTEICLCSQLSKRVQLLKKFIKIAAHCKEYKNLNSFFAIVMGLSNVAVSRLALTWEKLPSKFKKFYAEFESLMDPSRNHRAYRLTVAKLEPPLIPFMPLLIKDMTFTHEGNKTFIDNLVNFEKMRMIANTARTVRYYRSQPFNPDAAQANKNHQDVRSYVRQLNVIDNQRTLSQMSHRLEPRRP
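Fluorescence exchange assay: 100 nM EPAC2 with 250 nM RAP1B-BODIPY-GDP and 50 uM GDP; compounds tested as a concentration-titration series (qHTS). Loss of Rap1-bound BODIPY-GDP fluorescence read at 480/540 nm; data normalized to 6.5 mM cAMP.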
EPAC2 antag – qHTS for Antagonist of cAMP-regulated guanine nucleotide exchange factor 2 (EPAC2): primary screen; EPAC2 GEF exchange of Rap1B-BODIPY-GDP, fluorescence; Potency, µM (doses to about 114 µM), for inactives: at the top dose activity, negative = inhibition, actives largely listed as inhibitors; 360,000 compounds, 0.18% hits; AID 720708, 2013; further: potency means the concentration at half of the fitted maximal effect; on the % scale 0 is the no-effect control and ±100 the full control effect; nearly all actives have a fitted effect of over 45% in size; many of its hits are not listed in these tables
aSyn rescue – qHTS of alpha-syn Inhibitors | 370,000 compounds, 0.14% hits | Potency, µM (doses to about 46.1 µM), for inactives: top-dose growth rescue (activation), most hits filed as activators | Yeast expressing alpha-synuclein, growth rescue, BacTiter-Glo, 24 h; further: potency means the concentration at half of the fitted maximal effect; % of control where 0% means no effect; nearly all actives have a fitted effect of over 65% in size
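Screening used galactose-induced yeast with toxic alpha-synuclein levels, exposed to compound for 24 hr at 30 deg C. Cell growth, read with BacTiter-Glo luminescence, gave the measured signal.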
TDP-43 yeast inh – qHTS of TDP-43 Inhibitors; TDP-43 expressing yeast growth rescue, BacTiter-Glo, 24 h; Potency, µM (series often up to 46.1 µM), inactives show at the highest dose growth rescue (activation), most hits filed as activators; 410,000 compounds, 1.8% hits; further: potency means the concentration at half of the fitted maximal effect; % of control where 0% means no effect; nearly all actives have a fitted effect of over 50% in size
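Yeast expressing TDP-43 (pregrown in raffinose, seeded at OD600=0.02 in galactose medium) exposed to compounds 24 hr at 30 deg C. Growth read by BacTiter-Glo luminescence; rescue of toxicity appears as increased signal.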
DRD3 agonist – qHTS of D3 Dopamine Receptor Agonist: qHTS; D(3) dopamine receptor (Homo sapiens), P35462; D3R DiscoveRx beta-arrestin cells, luminescence, 90 min; max activation, %; 410,000 compounds, 0.58% hits; in the data active means max activation above about 30%; further: 0% is about no effect; mostly tested at two doses, the higher about 12 µM
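Agonist-mode cell screen: cells plated at 1500/well and incubated overnight at 37 °C, then exposed to library compounds for 90 min at 37 °C. Detection reagent was added for 30–60 min at room temperature, and luminescence was read.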
Abeta rescue – qHTS for compounds that reverse cellular toxicity of Amyloid beta (A-beta) peptide in yeast: Primary Screen. yeast expressing A-beta42, growth rescue, OD600, 48 h; response scale: 0% DMSO, 100% iron-clioquinol control. Potency, µM (series often up to 46.1 µM), inactives show at the top dose growth rescue, most hits filed as activators. 410,000 compounds, 0.063% hits. AID 1347071, 2019; further: potency means the concentration at half of the fitted maximal effect; nearly all actives have a fitted effect of over 55% in size
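Yeast A-beta toxicity model in growth medium with pinned compounds, 48 h at 30 C; growth read as absorbance at 600 nm. Normalized to FeCl3/clioquinol equimolar mix (positive) and DMSO (negative).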
Active calls of the source: *; ? = inconclusive; nt = no result given; & = joins results of further samples; [ ] = remark or other dose. Unless noted, the call rests on the fitted dose curve; in most records, active means well fitted curve in the direction sought with a large enough effect; inconclusive means small, poorly fitted or top-dose-only effect, or another doubt; inactive means no such curve, though single readings can be large; an effect the other way counts as inactive or inconclusive. These rows are one share of the data, so the mix of outcomes need not match the whole.

SMILES	Abeta rescue	DRD3 agonist	TDP-43 yeast inh	aSyn rescue	FUS yeast rescue	D3 antag	EPAC2 antag	EPAC2 agonist
Cc1cc(NC(=O)CSc2nnc(N)s2)c([N+](=O)[O-])cc1C	-25%	6	12%	0%	-1%	-1	-2%	1%
O=C(c1cccc(S(=O)(=O)N2CCCC2)c1)N1CCN(c2ncccn2)CC1	-3%	28	22%	1%	14%	4	14%	8%
COc1cccc(-c2cnc(C(O)c3cc(C)cc(C)c3)[nH]2)c1 (stereo unspecified)	-15%	-11	14%	-3%	-12%	0	12%	8%
COc1ccc(Cl)cc1NC(=O)c1nn(-c2ccc(C)cc2)c(=O)n(C)c1=O	-14%	2	0%[9.22 µM]	nt	-2%	nt	nt	nt
COc1ccc2[nH]c(O)c(N=NC(=O)c3ccc(NS(=O)(=O)c4cccs4)cc3)c2c1	-7%	3	-3%	-9%	19%	7	-5%	1%
Cc1occc1-c1nnc(SCC(=O)c2c(N)n(Cc3ccccc3)c(=O)n(C)c2=O)n1C	3%	2	-5%	nt	-9%	5	-2%	4%
COc1ccc(NC(=O)C(c2ccccc2)n2c(=O)c(-c3ccco3)nc3ccccc32)cc1 (stereo unspecified)	4%	2	15%	0%	?	3	4%	2%
O=C(c1ccc(-n2cnnn2)cc1)N1CCCCC1	0%	2	2%	3%	10%	20	-6%	3%
CC(C)(C)c1cc(-c2ccco2)c(C#N)c(SCC#N)n1	-12%	2	-4%	-2%	22%	12	15%	-12%
O=C1CC(N2CCN(c3ccc(O)cc3)CC2)C(=O)N1Cc1cccs1 (stereo unspecified)	-31%[inhibitor]	4	18%	2%	23%	-5	-2%	5%
CC(C)CN(C(=O)c1cccc(S(=O)(=O)N2CCN(c3ccc(F)cc3)CC2)c1)C1CCS(=O)(=O)C1 (stereo unspecified)	0%	-9	-2%	2%	24%	-5	-2%	1%
Cc1ccc(S(=O)(=O)NC2CCCC(C(=O)O)C2)cc1 (stereo unspecified)	-1%	-3	2%	-1%	14%	1	8%	3%
CCCOC(=O)c1c(-c2ccc(OC)cc2)oc2ccc(-c3ccc(OC)nc3)cc12	0%	30	-4%	8%	1%	91	-5%	15%
CCOC(=O)c1cc2c(ccn2C)n1CC(=O)N1CCCC(C)C1 (stereo unspecified)	17%	0	12%	4%	5%	-9	3%	1%
COc1ccc(NC(=O)c2cc(S(=O)(=O)N3CCCCC3)c[nH]2)cc1	5%	1	23%	8%	-5%	9	-13%	2%
COc1ccc(/C=N/NC(=O)c2ccc(COc3cccc4cccnc34)cc2)cc1OC	-5%	-12	-13%	-2%	19%	-2	23%	1%
O=C(Cn1nc(C(=O)O)c2ccccc2c1=O)Nc1cc(Cl)ccc1-n1cncn1	-5%	3	15%	7%	-19%	20	-10%	-9%
COc1ccc(-c2csc3ncnc(N4CCN(c5cccc(OC)c5)CC4)c23)cc1	-14%	0	11µM*	-2%	nt	6	-1%	2%
COCCCNC(=O)CCCn1c(=O)c2ccccc2n(CC(=O)Nc2ccc(C)cc2Cl)c1=O	-18%	-10	1%	nt	15%	nt	nt	nt
COc1ccccc1C=NN=C(NN=Cc1ccccc1OC)NN=Cc1ccccc1OC	-6%	7	?	2%	nt	-4	-2%	8%
N#C/C(=C\c1ccc(O)c([N+](=O)[O-])c1)C(=O)NCc1ccccc1	17%	-12	-9%	10%	6%	-26	-17%	0%
COc1ccc(CC2NCCC3=CC(=O)CCC32)cc1O (stereo unspecified)	-9%	nt	nt	nt	34%	nt	3%	4%
CCN(CC)S(=O)(=O)c1ccc(S(=O)(=O)N2CCC(C(=O)NC3CCN(Cc4ccccc4)CC3)CC2)cc1	-15%	-2	0%	1%	-7%	0	34%[activator]	-6%
CC(=O)N1CCC(=O)N(C(C)C)c2ccccc21	17%	-4	4%	-6%	-8%	-8	0%[57.1 µM]	17%
Cc1ccccc1COc1ccc(/C=N/NC(=O)c2nnn(-c3nonc3N)c2CN2CCC(C)CC2)cc1	-4%	1	28%	2%	?	-1	3%	6%
Cc1ccc(-n2ncc(C(=O)NCc3cccs3)c2C2CCN(C(=O)OC(C)(C)C)CC2)cc1C	-13%	-13	-11%	nt	20µM*	nt	nt	nt
O=C(Oc1cccc(-n2cnnn2)c1)c1ccccc1	10%	4	?	6%	8%	8	-6%	2%
COc1ccc(C(=O)Cc2cc(OC)c(OC)cc2[N+](=O)[O-])c(OC)c1	14%	2	4%	-14%	4%	10	1%	11%
Cc1ccc(C(=O)N2CCN(c3ccc(NC(=O)c4cccs4)cc3)CC2)cc1	-11%	0	3%	1%	nt	-16	5%	11%
CCCOc1ccc(Cc2nn3c(=O)/c(=C/c4ccco4)sc3nc2=O)cc1	-6%	-1	7%	11%	38%	-25	7%	-9%

Single records, from the list above.
CC(C)CN(C(=O)c1cccc(S(=O)(=O)N2CCN(c3ccc(F)cc3)CC2)c1)C1CCS(=O)(=O)C1 (stereo unspecified) as listed: Abeta rescue: 0%; DRD3 agonist: -9; TDP-43 yeast inh: -2%; aSyn rescue: 2%; FUS yeast rescue: 24%; D3 antag: -5; EPAC2 antag: -2%; EPAC2 agonist: 1%
COc1ccc(/C=N/NC(=O)c2ccc(COc3cccc4cccnc34)cc2)cc1OC as listed: Abeta rescue: -5%; DRD3 agonist: -12; TDP-43 yeast inh: -13%; aSyn rescue: -2%; FUS yeast rescue: 19%; D3 antag: -2; EPAC2 antag: 23%; EPAC2 agonist: 1%

Remaining list, next part:
SMILES	Abeta rescue	DRD3 agonist	TDP-43 yeast inh	aSyn rescue	FUS yeast rescue	D3 antag	EPAC2 antag	EPAC2 agonist
CC1(C(=O)NS(=O)(=O)c2ccccc2C(F)(F)F)CCN1C(=O)CCC1CCCC1 (stereo unspecified)	-7%	7	?	-1%	-3%	4	4%	1%
CCCc1nc2nc(C)c(NS(=O)(=O)c3ccc(C4CCCCC4)cc3)c(=O)n2[nH]1	-9%	9	3%	5%	24%	12	-16%	-7%
O=C(Nc1ccc(F)cc1)C(CCc1ccccc1)N1CCN(CC(=O)N2CCCC2)CC1 (stereo unspecified)	-7%	-8	7%	-3%	-3%	-21	3%	0%
Nc1ccc(N2CCN(CCCCN3C(=O)C4CCCN4C3=O)CC2)cc1 (stereo unspecified)	2%	-4	0%	4%	nt	-16	-1%	10%
CN(C(=O)CSc1nc(N)c2c3c(sc2n1)CSC(C)(C)C3)c1ccccc1	16%	-3	6%	3%	nt	6	-9%	-2%
CCOc1ccc(N(C)C(=O)CCc2nnc3ccc(N4CCOCC4)nn23)cc1	-3%	-12	-20%	-7%	11%	-14	13%	8%
Cc1ccccc1S(=O)(=O)N(C)C[C@H]1OCc2cnnn2CCCC(=O)N([C@@H](C)CO)C[C@H]1C	6%	3	0%	9%	-2%	23	-23%	-4%
O=C(NCC(c1ccc(F)cc1)N1CCOCC1)c1cccnc1Sc1ccc(Cl)cc1 (stereo unspecified)	-9%	-15	2%	0%	10%	-17	-3%	-7%
CCC1=NN(C(=O)Cc2ccc(OC)cc2)C(O)(C(F)(F)F)C1 (stereo unspecified)	3%	3	-7%	2%	-2%	-23	9%	6%
COc1ccc(N2CCN(CCNC(=O)Nc3ccc(C)cc3Cl)CC2)cc1	-11%	-12	4%	-4%	-26%	-24	-1%	10%
COc1ccc(C(=O)N2CC(=O)Nc3ccc(F)cc3C2c2ccc(F)cc2)c(OC)c1 (stereo unspecified)	3%	8	?	nt	19%	nt	nt	nt
COc1ccc(C(O)c2nc(-c3ccccc3)cs2)cc1 (stereo unspecified)	?	63*	35µM*	20%	-2%	-7	?	16%
CC(C)C[C@H]1CN(CCCC[C@@H]2CNC(=O)C(=O)N2Cc2ccccc2)C(=O)C(=O)N1Cc1ccccc1	-2%	8	11%	-9%	10%	0	4%	3%
CCC(C)Nc1nc(N)c([N+](=O)[O-])c(NC2CCCCC2)n1 (stereo unspecified)	10%	5	0%	6%	-10%	-23	0%	-8%
O=C(CN(Cc1ccco1)C(=O)c1cc(=O)[nH]c2ccccc12)Nc1ccccc1Br	-4%	0	-8%	-3%	-8%	8	3%	-3%
CCC1CCCCN1C(=O)Cn1c(=O)oc2cc(S(=O)(=O)N3CCCCC3)ccc21 (stereo unspecified)	-7%	6	23%	nt	31%	nt	nt	nt
CCc1ccc2oc(-c3ccc(NC(=O)c4cc(OC)c(OC)c(OC)c4)cc3)nc2c1	-2%	10	?	nt	6%	nt	nt	nt
C=CCc1cc(/C=N/NC(=O)CSc2nnc(CCCc3ccc(OC)cc3)o2)cc(OC)c1O	2%	8	10%	5%	10%	5	2%	1%
COc1ccc(-c2nc(CN3CCCC(C(=O)NC4CCCC4)C3)c(C)o2)cc1 (stereo unspecified)	21%	-1	12%	-1%	11%	15	3%	2%
COc1cccc2sc3ccc(C#CC4(N)CCCCC4)cc3c(=O)c12	-12%	0	?	-17%	21%	26	10%	5%
Cc1ccc(CCNC(=O)CN(c2ccc(C)cc2)S(=O)(=O)c2c(C)noc2C)cc1	3%&-1%	7&6	10%&8%	-1%	-8%&-12%	11	-15%	-5%
O=C(Cn1nc(-c2ccccc2)c2ccccc2c1=O)Nc1ccc(O)cc1	-3%	0	17%	-8%	-9%	2	0%	2%
CN(C)c1ncc(S(=O)(=O)c2ccc(Cl)cc2)c(-c2ccccc2)n1	4%	-1	23%	7%	26%	-5	-23%	10%

Source: PubChem BioAssay (National Center for Advancing Translational Sciences (NCATS))
